S3 lipid droplet: qHTS Assay for Lipid Storage Modulators in Drosophila S3 Cells; Drosophila S3 cells, BODIPY lipid droplet fluorescence, 18-24 h; cells fed with added oleic acid; lipid storage change, negative = inhibition, % at the top dose, mostly 46.1 µM; hits show Potency in µM; hit rate 0.64% among 320,000; active = well fitted inhibition curve with a large enough effect in the signal ratio, with a control signal flat, not every such curve was filed as active; inconclusive = small, poorly fitted or top-dose-only effect, or effect the other way, or a change in a side signal; the % refers to the signal ratio
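Drosophila S3 cells loaded with oleic acid (400 uM, as added) and compounds at several concentrations; lipid droplets imaged by 488-nm laser-scanning cytometry, 500–530 nm intensity and object ratio to cell channel. Percent activity normalized to 20 uM Triacsin C.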
S3 lipid droplet cell count max: second read-out of S3 lipid droplet, no call of its own (marks repeat the call); cell number change, %; measured here: cell count max response;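 cells counted by Cell Tracker Red CMTPX staining in the red channel; peak over a dose series mostly up to 46.1 µM; percent activity relative to internal control wells on each plate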
An asterisk follows results filed as active; i = inactive; ? = inconclusive; / = no result given; [ ] = dose if it differs, or a comment. % is scaled to controls: 0 for no effect and ±100 for the full control effect; potency is read from the fitted curve at half-maximal effect. A portion of the library (hit frequency here may not be typical).

SMILES | S3 lipid droplet | S3 lipid droplet cell count max
Oc1ccc(N2CCN(C(c3cccnc3)c3nnnn3Cc3ccccc3)CC2)cc1 (centres undefined) | ? | /
COc1ccc(C2/C(=C(/O)c3ccccc3)C(=O)C(=O)N2C)c(OC)c1 (centres undefined) | ? | /
CCOc1cc(/C=C2\C(=O)N(Cc3ccc(C)cc3)C(C)=C2C(=O)OC)ccc1O | ? | /
Cc1ccc2c(C)c(C(=O)N3CCN(c4cnccn4)CC3)oc2c1C | ? | /
CC(C)=C1C2C=CC1C1C(=O)N(c3ccc4c(c3)OCO4)C(=O)C21 (centres undefined) | 7.0% | -4.0
CCc1ccc(C(=O)COC(=O)C(Cc2ccccc2)NC(=O)c2ccc(Cl)cc2)cc1 (centres undefined) | ? | /
O=C(O)COc1ccc2c(c1)O/C(=C\c1cccs1)C2=O | ? | /
Cc1[nH]n(-c2ccc([N+](=O)[O-])cc2)c(=O)c1C=NCC1CCCO1 (centres undefined) | i[9.22 µM] | /
Cc1ccc(-c2csc3nc4c5ccccc5c(NCCCN(C)C)nn4c(=O)c23)cc1 | ? | /
CCCCCn1c(SCCc2ccccc2)nc2c1c(=O)[nH]c(=O)n2C | 15.0% | -10.5
CN(c1ccccc1)S(=O)(=O)c1ccc(NC(=O)c2cccs2)cc1 | ? | /
CC(=O)N1CCN(C(=O)c2cccc(NS(=O)(=O)c3ccc(Br)cc3)c2)CC1 | 0.4% | 5.0
CCOC(=O)/C(N=Nc1c(C)n(C)n(-c2ccccc2)c1=O)=C(\C)O | 8.7% | /
COc1ccc(Cl)cc1NC(=O)CSc1nc(Nc2ccccc2)nc(N2CCOCC2)n1 | 14.3% | 4.1
CC(C)c1nc2ccc(NC(=O)C3CCCCC3)cc2[nH]1 | 9.5% | 19.2
Cc1ccccc1OCC(=O)N/N=C/c1ccc2c(c1)OCCO2 | -5.5% | -2.8
COc1cc([N+](=O)[O-])c(OC)cc1SCc1n[nH]c(=S)n1-c1ccc(F)cc1 | 2.1% | 1.8
Cc1cc(CNC(=O)CCc2nnc(CCCCc3ccccc3)o2)nn1C | -18.5% | -8.8
O=S(=O)(NCCc1ccccn1)c1ccc(F)c(F)c1 | 3.5% | 10.3
O=C(CSc1nnc2scc(-c3ccccc3)n12)NCC1CCCO1 (centres undefined) | ? | /
Cc1ccc2[nH]c(C(=O)N3CCN(C(c4ccccc4)c4ccccc4)CC3)cc2c1 | 2.4% | -5.3
Cc1c(C)[n+](=O)c(-c2ccc(Br)cc2)c(C)n1[O-] | 4.1% | 15.1
Cc1nn(C(=O)c2cccnc2)c(C)c1Sc1ccc(Br)cc1 | ? | /
O=C(Nc1cccc(F)c1)C1CCCN(C(=O)c2ccc(Cl)cc2)C1 (centres undefined) | i | -12.9
COc1ccc(C(=O)N2CCOC2CNC(=O)C(=O)NCc2ccc(Cl)cc2)cc1 (centres undefined) | ? | /
CCc1ccc(N2CN(Cc3cccnc3)CNC2=S)cc1 | -5.4% | 6.7
Cc1cccc(NC(=O)C(Cc2ccccc2)c2nn[nH]n2)c1C (centres undefined) | ? | /
COCCCN1C(=O)C(=O)/C(=C(/O)c2ccccc2)C1c1ccc(N(C)C)cc1 (centres undefined) | 6.9% | 8.1
CCc1c(C(=O)N/N=C/c2ccco2)nnn1-c1nonc1N | 3.0% | 6.3
CCN(CC)S(=O)(=O)c1cc(NC(=O)C(C)Nc2ccccc2N2CCOCC2)ccc1C (centres undefined) | ? | /
Cc1nnsc1C(=O)NNS(=O)(=O)c1ccccc1 | -4.1% | -21.7
O=C(CSCc1ccc(Br)cc1)N1CCOCC1 | i | /
COc1cc(NC(=O)c2csc(N)n2)cc(C(=O)Nc2cccc(C(F)(F)F)c2)c1 | -0.7% | 6.7
CCC(C)(C)NC(=O)C(c1cccc(OC)c1OC)N(Cc1ccc(OC)cc1)C(=O)CCC(=O)Nc1cc(C)on1 (centres undefined) | ? | /
Cc1ccc2nc(SCc3nc4cc(Cl)ccc4c(=O)[nH]3)[nH]c2c1 | ? | /
COc1ccccc1CN1CC(C(=O)NCc2cnn(C)c2)CCC1=O (centres undefined) | ? | /
Cc1ccc(S(=O)(=O)CC(C)N2CCN(C3CCCCC3)CC2)cc1 (centres undefined) | -3.0% | -6.5
Cc1ccc(C2=NN(CCC(=O)NCCC(C)C)C(=O)CC2)cc1 | 6.7% | -2.8
Cn1cnnc1SCC(=O)c1c[nH]c2ccccc12 | ? | /
O=C(CCNC(=O)c1ccc(Cl)cc1)NNC(=O)c1ccc(F)cc1 | ? | /
CCOCCCN(C(=O)c1ccco1)C(C(=O)NC1CCCC1)c1cccc(OC)c1OC (centres undefined) | ? | /
O=S(=O)(NCCc1csc(-c2ccc(C(F)(F)F)cc2)n1)c1ccc2c(c1)OCCO2 | i | 20.3
COc1ccc(CN2CCCCC2C)c(C)c1C (centres undefined) | ? | /
O=C(COC(=O)c1cccc(NC(=O)c2ccco2)c1)c1ccc(Br)cc1 | 13.0% | -3.7
COc1cccc(N2CCN(S(=O)(=O)c3ccc4c(c3)N(C(C)=O)CCO4)CC2)c1 | ? | /
O=[N+]([O-])c1ccc(N2CCN(S(=O)(=O)c3ccccc3)CC2)c2cccnc12 | ? | /
CCOc1ccc(CCNC(=O)COC(=O)Cn2cnc3ccccc3c2=O)cc1OCC | ? | /
COc1ccc(NC(=O)CSCC(=O)Nc2nnc(C)s2)cc1 | 5.6% | 7.8
CCn1c(CCNC(=O)c2ccccc2Cl)n[nH]c1=S | 22.2% | -22.6
CN(C)CCCN(C(=O)c1ccco1)c1nc2ccc(F)cc2s1 | -5.6% | 6.2
Cc1cc(C)c(/C([O-])=C(/C(=S)Nc2ccc(SC(F)F)cc2)[n+]2ccccc2)cc1C | -21.6% | -6.6
N/C(=N\OC(=O)Nc1ccccc1)c1ccno1 | 7.7% | 3.7
COc1ccc(OCC(=O)C2CC2)c(C#N)c1 | 15.2% | 2.1
CC1(/[N+]([O-])=C/c2cccc(Cl)c2)CCCCC1=O (centres undefined) | -2.8% | 13.9
O=C(C1CCCN(Cc2ccccc2[N+](=O)[O-])C1)N1CCCC1 (centres undefined) | i | /
CCCCCCCc1nc2c(=O)n(C)c3ccccc3c2o1 | ? | /
CCS(=O)(=O)C1=NN2C(=N)/C(=C\c3ccc(OCCOc4cccc(OC)c4)c(OC)c3)C(=O)N=C2S1 | -7.9% | /
O=C(NNC(=S)NCc1ccccc1)c1ccc(Br)o1 | ? | /
O=C(CCC(=O)Nc1ccccc1)NCCO | 0.3% | -4.3
CCOC(=O)N1CCN(c2c(N3CCc4ccccc43)c(=O)c2=O)CC1 | ? | /

(further entries)
SMILES | S3 lipid droplet | S3 lipid droplet cell count max
COc1ccc(CN2CC(C(=O)NCCc3ccccc3)CC2=O)cc1 (centres undefined) | 7.7% | 6.2
Cc1c(NC(=O)c2cnc(Cl)c(Cl)c2)c(=O)n(-c2ccccc2)n1C | ? | /
CC(Nc1ccccc1CO)C(=O)Nc1cccc(Cl)c1Cl (centres undefined) | 2.4% | 3.2
COc1cc2c(=O)n(Cc3ccccc3)c(=O)n(CC(=O)NCc3ccco3)c2cc1OC | ? | /
COCCN(C(=O)COC(=O)c1ccc2c(c1)OCCO2)c1c(N)n(Cc2ccccc2)c(=O)[nH]c1=O | ? | /
CCCCN(C)C(=O)C(Cc1ccccc1)NS(=O)(=O)c1ccc2c(c1)c(=O)n(C)c(=O)n2C (centres undefined) | ? | /
CCOc1ccc(C(=O)NCC(=O)OCCN2C(=O)c3ccccc3C2=O)cc1OCC | ? | /
Cc1onc(-c2c(F)cccc2Cl)c1C(=O)NCCCN1CCOCC1 | i | -8.6
CN(C)CCNc1ncnc2c1sc1nc(N3CCCC3)c3c(c12)CC(C)(C)OC3 | -3.1% | -2.8
CCOC(=O)CC(=O)CSc1ncnc2c1oc1ccccc12 | i | 26.8
CC(C)(C)OC(=O)N[C@@H](COCc1ccccc1)C(=O)N[C@@H](CO)[C@H](O)[C@@H]1C[C@@H]1C(=O)NC1CC1 | 29.6% | -4.5
CCC(C)(C)NC(=O)C(c1ccc(OC)cc1)N(C(=O)CCC(=O)Nc1cc(C)on1)C1CC1 (centres undefined) | i | -1.3
CCCN(CC(=O)Nc1ccccc1C)C(=O)/C=C/c1cccs1 | -4.7% | -6.5
CCCSc1nnc(NC(=O)CSc2sc3c(O)cc(=O)[nH]c3c2C#N)s1 | 28.5% | 18.7
CCN(C(N)=S)c1ccccc1 | 1.5% | 18.1
CN1CCN(c2nc(-c3ccccc3)c3cc(Cl)ccc3n2)CC1 | ? | /
O=C1CC(Nc2ccc(N3CCOCC3)cc2)C(=O)N1Cc1ccccc1 (centres undefined) | 8.9% | 0.2
CC(C)c1cc(C(=O)Nc2sc3c(c2C#N)CCC3)no1 | 2.3% | -6.1
Cc1ccccc1NC(=O)Nc1nc2ccc(S(C)(=O)=O)cc2s1 | ? | /
Cc1cccc(CCN=c2c([N+](=O)[O-])nn(-c3ccccc3)n2O)c1 | -10.8% | -2.0
COC(=O)C(Cc1ccccc1)NC(=O)c1cc(S(=O)(=O)N(C)C)ccc1Cl (centres undefined) | ? | /
S=C(NCc1ccccc1)Nc1ccc(Oc2ccccc2)cc1 | -29.6% | 13.7
O=c1[nH]c(C2CCN(S(=O)(=O)c3ccc4c(c3)OCCO4)CC2)nc2c1nnn2Cc1ccc(F)cc1 | i | -5.6
CN(C)/C(CN1CCN(C=O)CC1)=C1\N=C(c2ccccc2)OC1=O | 4.1% | -0.6
O=C1CNC(=S)N1CCCn1ccnc1 | ? | /
COc1cc(Br)c(C2C(C#N)=C(N)Oc3n[nH]c(-c4cccnc4)c32)cc1OC (centres undefined) | ? | /
COCCn1c(SCC(=O)Nc2cc(Cl)ccc2OC)nc2c(c1=O)SC(C)C2 (centres undefined) | -10.9% | -9.5
CC(C)NC(=S)NC(=O)/C=C/c1ccc(F)cc1 | 1.0% | 7.2
CC12CN3CCN(CC(C3)C1(O)CN1CCOCC1)C2 (centres undefined) | 4.61µM* | 0.9*
O=C(CCCNC(=O)c1ccc(Cl)cc1)NCc1ccccc1F | i | 19.4
Cc1ccc(S(=O)(=O)Nc2cccnc2Oc2ccc(Cl)cc2)cc1 | i | /
CCCCOc1ccc(C(=O)NCC(=O)NC2CCN(Cc3ccccc3)CC2)cc1 | ? | /
Cc1ccc2oc(=O)c3cc(C(=O)NCCN4CCN(C)CC4)sc3c2c1 | i | /
COc1ccc(C(=O)Nc2cc3c(cc2N2CCCCC2)n(C)c(=O)n3C)cc1OC | i | /
Cc1ccc(S(=O)(=O)N2CCOCC2)cc1NC(=O)CSc1nnc(NC2CC2)s1 | ? | /
CC(C)[C@H](NC(=O)c1cc2cc(Cl)ccc2n1C)C(=O)N1CCC(C(=O)O)CC1 | i | /
CCSc1nnc(NC(=O)CN2C(=O)C3CC=CCC3C2=O)s1 (centres undefined) | ? | /
CNC(=O)c1cc(C(=O)c2ccc(C(F)(F)F)cc2)c[nH]1 | 2.6% | 0.1
Cc1ccc(-n2c(C)cc(/C=C3/SC(=O)N(CC(=O)N4CCOCC4)C3=O)c2C)nc1 | 8.2% | 20.4
O=C(O)C1=NN(c2ccccc2)C(=O)C1 | 12.2% | -9.6

One compound at a time (already shown). Screens in order: S3 lipid droplet | S3 lipid droplet cell count max
Cc1ccc2[nH]c(C(=O)N3CCN(C(c4ccccc4)c4ccccc4)CC3)cc2c1 reads 2.4% | -5.3
CN(C)CCNc1ncnc2c1sc1nc(N3CCCC3)c3c(c12)CC(C)(C)OC3 reads -3.1% | -2.8

(more compounds)
SMILES | S3 lipid droplet | S3 lipid droplet cell count max
CCn1ncc(Br)c1C(=O)Nc1ccc(Cl)cn1 | i | /
COC(=O)c1ccccc1-c1ccc(/C=N/NC(=O)c2cc3ccccc3o2)o1 | ? | /
CC(C)c1nnc(NC(=O)CCCC(=O)O)s1 | ? | /
O=C(COC(=O)c1ccccc1SCC(=O)N1CCCC1)NC1CCS(=O)(=O)C1 (centres undefined) | -7.9% | /
Cc1cc(C)cc(NC(=O)Cn2nnc3ccccc3c2=O)c1 | ? | /
CCN(CC)CCCN1C=C2C(=O)C(C)(OC(=O)CCc3ccccc3)C(=O)C=C2C=C1c1ccc(C#N)cc1 (centres undefined) | 7.7% | -4.7

Entries shown so far that have an aryl thioether with sulfur outside any ring (14):
SMILES | S3 lipid droplet | S3 lipid droplet cell count max
CCCCCn1c(SCCc2ccccc2)nc2c1c(=O)[nH]c(=O)n2C | 15.0% | -10.5
COc1ccc(Cl)cc1NC(=O)CSc1nc(Nc2ccccc2)nc(N2CCOCC2)n1 | 14.3% | 4.1
COc1cc([N+](=O)[O-])c(OC)cc1SCc1n[nH]c(=S)n1-c1ccc(F)cc1 | 2.1% | 1.8
O=C(CSc1nnc2scc(-c3ccccc3)n12)NCC1CCCO1 (centres undefined) | ? | /
Cc1nn(C(=O)c2cccnc2)c(C)c1Sc1ccc(Br)cc1 | ? | /
Cc1ccc2nc(SCc3nc4cc(Cl)ccc4c(=O)[nH]3)[nH]c2c1 | ? | /
Cn1cnnc1SCC(=O)c1c[nH]c2ccccc12 | ? | /
Cc1cc(C)c(/C([O-])=C(/C(=S)Nc2ccc(SC(F)F)cc2)[n+]2ccccc2)cc1C | -21.6% | -6.6
CCOC(=O)CC(=O)CSc1ncnc2c1oc1ccccc12 | i | 26.8
CCCSc1nnc(NC(=O)CSc2sc3c(O)cc(=O)[nH]c3c2C#N)s1 | 28.5% | 18.7
COCCn1c(SCC(=O)Nc2cc(Cl)ccc2OC)nc2c(c1=O)SC(C)C2 (centres undefined) | -10.9% | -9.5
Cc1ccc(S(=O)(=O)N2CCOCC2)cc1NC(=O)CSc1nnc(NC2CC2)s1 | ? | /
CCSc1nnc(NC(=O)CN2C(=O)C3CC=CCC3C2=O)s1 (centres undefined) | ? | /
O=C(COC(=O)c1ccccc1SCC(=O)N1CCCC1)NC1CCS(=O)(=O)C1 (centres undefined) | -7.9% | /
